# GlmU inhibition – inhibition of mycobacterial GlmU enzyme – biochemical, glucosamine-1-phosphate acetyltransferase (AID 1376). M. tuberculosis GlmU acetyltransferase enzyme assay; higher % means a stronger effect. one-dose inhibition, %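 (tested at 30 µM in the primary screen)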; IC50 in µM for titrated hits. actives 0.25% (n = 220,000); in the data active = inhibition above about 13%; inconclusive = no clear call, values can overlap the other calls;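 note: 0% = complete reaction with vehicle and 100% = reaction without substrate; strong numbers were not always called active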
# RmlCD inh 1536 – M. tuberculosis RmlC/RmlD coupled enzyme inhibitors, primary screen, biochemical, compound mixtures, 384-well, from 1536-well plates | inhibition, % at 3.6 µM | actives 0.03% (n = 160,000) | RmlC+RmlD coupled enzyme assay, percent inhibition; primary screen in compound mixtures; in the data active = inhibition mostly above about 34%, no sharp cut-off; inconclusive = no clear call, values can overlap the other calls; inactive = mostly below about 22%; note: some results filed as inactive read as strong as hits
# Target sequence (P9WH09 whole entry, looked up): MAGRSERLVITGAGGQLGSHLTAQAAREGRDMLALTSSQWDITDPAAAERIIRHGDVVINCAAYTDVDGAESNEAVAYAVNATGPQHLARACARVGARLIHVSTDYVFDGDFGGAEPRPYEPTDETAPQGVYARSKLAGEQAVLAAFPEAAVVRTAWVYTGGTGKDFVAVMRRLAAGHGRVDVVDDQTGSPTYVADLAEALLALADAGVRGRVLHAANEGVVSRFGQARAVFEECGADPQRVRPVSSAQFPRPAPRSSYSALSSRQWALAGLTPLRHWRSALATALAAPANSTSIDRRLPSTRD
# Target sequence (P9WH11 whole entry, looked up): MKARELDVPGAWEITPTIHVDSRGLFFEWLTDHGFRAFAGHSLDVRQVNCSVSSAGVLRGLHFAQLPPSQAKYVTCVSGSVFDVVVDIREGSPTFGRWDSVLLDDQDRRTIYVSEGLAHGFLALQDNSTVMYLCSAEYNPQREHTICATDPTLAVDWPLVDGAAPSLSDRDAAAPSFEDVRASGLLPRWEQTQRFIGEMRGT
# Starred values were filed as active, the others as inactive; ? = inconclusive; . = not tested or not shown. A portion of the library. The share of hits here may be higher or lower than overall.
canonical_smiles	GlmU inhibition	RmlCD inh 1536
CN(CCCn1c(=S)[nH]c2ncccc2c1=O)Cc1ccccc1	-0.7%	-1.0
CC(=O)Nc1ccc(OC(=O)c2c(-c3ccccc3Cl)noc2C)cc1	-6.3%	-14.7
COCCNc1nnc(SCC(=O)c2c[nH]c3ccccc23)s1	-7.9%	10.9
O=C(NNc1cccc(Cl)c1)c1cccnc1Oc1ccccc1	1.1%	5.1
CCN(CC)c1ccc(C=C2C(=O)OC(c3ccccc3)OC2=O)cc1 (stereo not given)	0.4%	4.3
Cc1cc(C(=O)N2CCc3c([nH]c4ccccc34)C2c2cccc(Cl)c2)nn1C (stereo not given)	10.1%	-7.6
Cc1cccc(CN2CCCC(C(=O)c3ccc4c(c3)OCO4)C2)n1 (stereo not given)	1.0%	-4.2
O=c1n(Cc2ccc(F)cc2)nc2n1-c1ccccc1SC2	3.6%	3.9
CCOC(=O)c1c(NC(=O)c2cccs2)sc(CC)c1-c1cccs1	1.7%	11.1
O=C(c1ccc(Cl)cc1)N1CCn2c1nc1ccccc12	-4.7%	2.2
Nc1ccc(C(=O)OC2CCOC2=O)cc1[N+](=O)[O-] (stereo not given)	0.6%	.
COC(=O)C1C(=O)C(C(=O)/C=C/c2ccccc2)C(=O)CC1(C)C (stereo not given)	-2.5%	14.0
COc1cccc(CN(C)CC(=O)Nc2sc3c(c2C#N)CCC3)c1OC	-0.5%	9.5
c1ccc(-c2nnn(C34CC5CC(CC(C5)C3)C4)n2)cc1	-4.1%	.
CC12CC3CC(C)(C1)CC(C(=O)NC(=S)N1CCOCC1)(C3)C2	1.4%	-4.4
CCn1cnc2cc(NC(=O)c3ccco3)ccc21	1.6%	.
COc1ccc(OC)c(-c2csc(CCn3nc(C)cc3C)n2)c1	-5.2%	-4.7
c1cncc(C2Nc3cccc4cccc(c34)N2)c1	3.5%	1.3
CS(=O)(=O)c1ccc2nc(NC(=O)c3cc(-c4ccccc4)nn3-c3ccccc3)sc2c1	-3.8%	-14.4
O=C(Cn1ncc2c1-c1ccccc1OC2)Nc1nc2ccccc2s1	2.3%	-6.0
CC(C)(C)C(=O)CN1C(=O)C2(OCCO2)c2ccccc21	-2.2%	14.2
Cc1cc(N2CCCCC2)nc(N)n1	-0.5%	2.3
C1=C(c2ccccc2)Nc2nnnn2C1c1cccs1 (stereo not given)	1.1%	.
C=CCNC(=O)NC(=O)COC(=O)CC(NC(N)=O)c1ccc(Cl)cc1 (stereo not given)	4.3%	-3.5
O=c1oc2ccccc2c2nccnc12	8.5%	-9.6
O=C(COC(=O)CCC(=O)c1ccc(F)cc1)NCc1ccco1	-1.7%	-3.2
O=C(C1=C[C@@H](c2ccc(C(F)(F)F)cc2)C[C@@H](OCCCCO)O1)N1CCCCCCC1	4.3%	.
COc1ccc(NS(=O)(=O)c2ccc(NC(=O)c3cnn4c(C(F)F)cc(-c5ccc(C)cc5)nc34)cc2)cc1	1.8%	11.0
COc1ccccc1N1CCN(Cc2nc(-c3ccc(F)cc3)oc2C)CC1	-0.1%	-7.9
COc1ccc(-c2ccc(SCc3ccccn3)nn2)cc1OC	7.7%	5.2
CCOc1ccccc1NC(=O)N1CCCC1C(=O)Nc1ccc(NC(C)=O)cc1 (stereo not given)	5.0%	.
C=CCSc1nc(O)c(C2OC(=O)c3c2ccc(OC)c3OC)c(=O)n1-c1ccccc1 (stereo not given)	3.8%	4.5
CC(C)(C)OC(=O)N1CCC(CNC(=O)c2ccc(F)cc2F)CC1	-2.1%	25.4
O=C(Nc1ccc(-c2ccc3nncn3n2)cc1)C1CCCC1	-0.3%	-0.5
CS(=O)(=O)N(CC(=O)NCc1ccncc1)Cc1ccc(Cl)cc1	-2.2%	.
O=Cc1ccc(Oc2cc(-c3ccccc3)nc(-c3ccccc3)n2)cc1	7.9%	.
O=c1cc(O)nc(SCc2ccc(Cl)cc2)[nH]1	-2.8%	.
Cn1c(=O)c2c(nc(NCCc3ccccc3)n2Cc2ccc(F)cc2)n(C)c1=O	-2.4%	5.8
CC(NC(=O)Cn1c(=O)[nH]c2ccsc2c1=O)C12CC3CC(CC(C3)C1)C2 (stereo not given)	2.9%	.
CC(C)c1cccc(C(C)C)c1OCCCCN1CCCC1	1.5%	-5.8
C=CCn1c(=S)[nH]c2scc(-c3cccs3)c2c1=O	3.1%	5.1
CC1=C(C(=O)Nc2ccccc2)C2(CCCCC2)C(C#N)=C(S)N1	-1.0%	-0.7
CCOC(=O)N/N=C/c1c(C)nn(-c2ccccc2Cl)c1Cl	4.6%	6.6
CC(C)C(=O)NC(=S)N(Cc1ccccc1)Cc1ccccc1	-1.2%	-4.0
O=C(NCCCn1ccnc1)c1cc2nc(-c3ccc(Br)cc3)cc(C(F)(F)F)n2n1	2.7%	-13.5
O=C(CN(c1ccc(F)cc1)S(=O)(=O)c1ccc2c(c1)OCCO2)Nc1ccc2c(c1)OCO2	2.9%	4.7
CC(C)=C1SC(N2CCCCC2)=NC1=O	0.0%	104.0
CCOc1ncccc1C(=O)Nc1ccc(S(=O)(=O)NC2=NCCCCC2)cc1	-5.2%	-13.5
Cc1cc(Br)ccc1NC(=O)CN1C(=O)C2C3CC(c4ccccc4)C(C3)C2C1=O (stereo not given)	.	8.9
O=C(Nc1ccccc1C(=O)N1CCOCC1)c1ccco1	0.6%	-10.7

# The list continues:
canonical_smiles	GlmU inhibition	RmlCD inh 1536
COc1ccc(CN(CC2CCCO2)S(=O)(=O)c2ccc(C(=O)O)cc2)cc1OC (stereo not given)	-3.5%	.
Cn1c(C(=O)NCCOc2ccccc2Cl)cc(=O)n(C)c1=O	-0.5%	9.1
COc1ccc(N(C(=O)c2cccnc2)S(=O)(=O)c2ccc3c4c(cccc24)C(=O)N3C)cc1	3.4%	.
O=c1[nH]c(=O)n(C2CCCCC2)c(O)c1/C=N/N1CCCCC1c1cccnc1 (stereo not given)	-4.0%	2.3
CN1CCC(=NNC(=O)c2ccco2)CC1	-1.1%	-6.7
O=c1c2ccccc2[nH]c(=S)n1-c1cccc(S(=O)(=O)N2CCCC2)c1	4.4%	53.9
Cc1ccc2sc(=O)[nH]c2c1	2.9%	6.5
Cc1onc(-c2c(Cl)cccc2Cl)c1C(N)=O	-4.1%	-5.1
Cn1c(=O)c2c(-c3ccccc3)n(Cc3cccnc3)cc2n(C)c1=O	3.7%	.
Cn1c(Cc2cccs2)n[nH]c1=S	1.4%	-9.5
O=C(O)c1ccc(N2C(=O)Nc3ccccc3N2O)cc1	3.4%	-11.6
Cc1cc(C)nc(SCCS(=O)Cc2ccc(Cl)cc2)n1 (stereo not given)	2.7%	6.7
Cc1ccc(C(=O)Cn2cnc3ccccc3c2=O)cc1C	1.2%	-2.8
NNC(=O)c1ccc(-c2ccccc2F)cc1	-2.3%	-12.4
O=C(NC1CCCCC1)C(c1ccncc1)N(C(=O)Cc1cccs1)c1ccccc1 (stereo not given)	3.4%	7.9
CC1CCN(CCc2nc3cc(NC(=O)NC4CCCCC4)ccc3n2C)CC1	-3.7%	.
C/C(=N\NC(N)=O)c1c(F)cccc1F	3.1%	-9.7
Cc1cc(NC(=O)COC(=O)CNS(=O)(=O)c2ccc(C)c(C)c2)no1	-4.4%	-5.3
O=C(c1ccc(-n2cnnn2)cc1)N1CCOCC1	2.7%	-2.0
CCCCCCSC1=C(C#N)C(c2ccc(O)cc2)CC(=O)N1 (stereo not given)	1.9%	.
N#CC(Sc1ccccn1)c1ccc(Cl)cc1 (stereo not given)	-10.0%	-5.7
CCOC(=O)C1CCN(Cc2cn(C)nc2-c2ccc(Oc3ccccc3)cc2)CC1	-3.4%	-2.2
CCOc1ccc(C(C)=O)cc1CSc1nnnn1-c1ccc(O)cc1	-3.8%	-9.3
NC(=O)c1cccnc1	-6.0%	.
Cc1ccc(NC(=O)C2CCCN(c3ncccn3)C2)cc1F (stereo not given)	-5.0%	.

# Next section, overlapping the part above by six compounds.
canonical_smiles	GlmU inhibition	RmlCD inh 1536
CCCCCCSC1=C(C#N)C(c2ccc(O)cc2)CC(=O)N1 (stereo not given)	1.9%	.
N#CC(Sc1ccccn1)c1ccc(Cl)cc1 (stereo not given)	-10.0%	-5.7
CCOC(=O)C1CCN(Cc2cn(C)nc2-c2ccc(Oc3ccccc3)cc2)CC1	-3.4%	-2.2
CCOc1ccc(C(C)=O)cc1CSc1nnnn1-c1ccc(O)cc1	-3.8%	-9.3
NC(=O)c1cccnc1	-6.0%	.
Cc1ccc(NC(=O)C2CCCN(c3ncccn3)C2)cc1F (stereo not given)	-5.0%	.
NC(=O)c1ccccc1NC(=O)/C=C/c1cccc(Cl)c1	0.3%	.
O=C1CSC(c2ccccc2)N1Nc1nc(N2CCOCC2)nc(N2CCOCC2)n1 (stereo not given)	0.7%	3.6
CC1(c2ccccc2Cl)NC(=O)N(CC(=O)NCCC2=CCCCC2)C1=O (stereo not given)	5.3%	-4.5
CC(=O)c1ccc(NC(=O)C2CC(c3ccc(F)cc3)=NO2)cc1 (stereo not given)	-1.5%	-7.8
CSc1cccc(NC(=S)N2CCCN(Cc3cccc(Cl)c3)C2)c1	-2.9%	7.1
c1ccc2oc(-c3ccn[nH]3)cc2c1	.	13.9
CCOC(=O)CSc1nnc(CSc2nc3sc4c(c3c(=O)[nH]2)CCCC4)n1-c1ccccc1	2.5%	9.1
CCOc1ccc(C2CC(c3cccc(OC)c3)Nc3ncnn32)cc1 (stereo not given)	-3.0%	7.6
CN1C(=O)C(CC(=O)Nc2ccc(Cl)cc2)N(Cc2ccco2)C1=S (stereo not given)	-0.4%	-4.7
CCOc1ccc(Cc2nc(N)nc(N)n2)cc1	2.2%	-15.8
O=C(O)C1C2C=CC3(O2)C1C(=O)N1c2ccccc2C2OCCC2C13 (stereo not given)	0.1%	.
COc1cc(OC)c(OC)cc1/C=N/NC(=O)c1ccc2nc[nH]c2c1	4.9%	19.6
COc1ccc(C(=O)ON=C2c3ccccc3-c3ccccc32)cc1OC	9.8%	.
NC(=O)c1ccc(NC(=O)COC(=O)c2c3c(nc4ccccc24)/C(=C\c2cccs2)CCC3)cc1	-5.7%	-13.0
OC1CCN(CC(O)C(F)(F)F)CC1 (stereo not given)	-4.5%	?
O=C(O)CS/C(=C\c1ccc(F)cc1)c1nc2ccccc2s1	0.8%	-11.1
CCOc1ccc(/C=C2\SC(=O)N(c3ccc(O)cc3)C2=O)cc1OC	-3.6%	-1.5
COc1ccccc1NS(=O)(=O)c1cccc(C(=O)NNC(=O)C(NC(N)=O)C(C)C)c1 (stereo not given)	-5.1%	.
O=C(NN1C(=O)c2ccccc2NC1c1ccccn1)c1ccc([N+](=O)[O-])cc1 (stereo not given)	-2.6%	.
CCOC(=O)c1c(C)n(-c2ccc(C)cc2)c2c(CC(C)=O)c(Br)c(OC)c(O)c12	3.0%	.
COc1ccc(/C=C2\CCOC2=O)cc1	3.5%	-1.5
O=C(CCn1c(=O)oc2ccccc21)N1CCN(C(c2ccccc2)c2ccccc2)CC1	.	4.3
Cc1cc2c3c(c1)C1(C(=O)N3C(C)(C)CC2C)C(C#N)=C(N)Oc2cc(O)ccc21 (stereo not given)	-0.9%	8.2
O=C(NC(Cc1ccccc1)C(=O)O)OCc1ccccc1 (stereo not given)	9.0%	.
Cc1nn(-c2ccccc2)c(Cl)c1CN(C(=O)CCl)c1ccc(Cl)cc1	-3.6%	7.3
CCN(CC)c1ccc(/C=N/NC(=O)c2cccc(S(=O)(=O)N3CCOCC3)c2)cc1	2.0%	4.2
Cc1ccc(OCC(=O)N2N=C(c3cccnc3)CC2(O)C(F)(F)F)cc1C (stereo not given)	-1.5%	4.0
Cc1cc(C(=O)NCc2ccc3c(c2)OCO3)n(-c2ccccc2)n1	1.1%	6.0
O=C(CNS(=O)(=O)c1ccccc1)OCc1cccc([N+](=O)[O-])c1	1.2%	-2.0
O=C(O)c1ccccc1C(=O)Nc1ccc(Oc2ccc3ccccc3c2)cc1	5.0%	.
CCN(CC)S(=O)(=O)c1ccc2oc(SCc3ccc(F)cc3)nc2c1	-1.6%	.
O=C(CC(=O)Nc1cccc(Cl)c1)N/N=C\c1ccccc1	1.4%	.
Cc1oc(-c2ccccc2F)nc1CS(=O)(=O)CC(=O)NCc1ccco1	6.1%	-0.7
CCc1nc2ccccc2c(=O)n1-c1ccccc1[N+](=O)[O-]	-1.7%	9.3
O=C(Nc1ccc(F)cc1)C1C(c2ccccc2)C1(Cl)Cl (stereo not given)	5.2%	-4.2
Cc1ccc(-c2n[nH]c(=O)c3ccccc23)cc1S(=O)(=O)NC(C)(C)C	1.6%	-14.4

# Reprinted from the results shown for reference:
canonical_smiles	GlmU inhibition	RmlCD inh 1536
CCN(CC)c1ccc(/C=N/NC(=O)c2cccc(S(=O)(=O)N3CCOCC3)c2)cc1	2.0%	4.2
Cc1ccc(OCC(=O)N2N=C(c3cccnc3)CC2(O)C(F)(F)F)cc1C (stereo not given)	-1.5%	4.0
Cc1cc(C(=O)NCc2ccc3c(c2)OCO3)n(-c2ccccc2)n1	1.1%	6.0
O=C(CNS(=O)(=O)c1ccccc1)OCc1cccc([N+](=O)[O-])c1	1.2%	-2.0
O=C(O)c1ccccc1C(=O)Nc1ccc(Oc2ccc3ccccc3c2)cc1	5.0%	.

# Assay outcomes: PubChem, several laboratories
